# PTAP TSG101 blk – blocks PTAP/TSG101 interaction to inhibit HIV-1 budding; Fluorescence polarization, FITC-PTAP peptide / Tsg101 binding; Potency, µM (series often up to 115 µM), inactives show at the top dose activity change, negative = inhibition, actives largely listed as inhibitors; AID 493005; 340,000 tested, under 10 active; active means well fitted inhibition curve with a large enough effect in the main read-out, with a control signal flat, not every such curve was filed as active; inconclusive means small, poorly fitted or top-dose-only effect, or effect the other way, or a change in a side signal; inactive means no such curve, though single readings can be large or run the other way; further: potency means the concentration at half of the fitted maximal effect; % of control where 0% means no effect
#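 Fluorescence polarization binding of Tsg101 binding domain (10 uM final) to FITC-labeled PTAP peptide (50 nM final) in HEPES pH 7.5 buffer with NaCl, Tween 20, EDTA, TCEP. Compounds added before peptide; binding 20 min at RT.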
# BRCA1 expr act – increases BRCA1 expression | Potency, µM (top dose mostly 46.1 µM), for inactives: at the top dose activation, actives largely listed as activators | hit rate 1.1% among 380,000 | AID 624202 | MCF7-BRCA1-FFLuc reporter, luminescence, 48 h; response scale: scaled: vehicle 0%, 10 µM genistein 100%; further: potency means the concentration at half of the fitted maximal effect; nearly all actives have a fitted effect of over 80% in size; some results filed as inactive show a strong effect at the top dose
#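 Activators of BRCA1 expression were detected as increased firefly luciferase luminescence in engineered MCF7 cells after 48 h compound incubation. Signals were scaled to genistein 10 microM as full activation.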
# B2AR arrestin – recruits beta-arrestin to the human beta2-adrenergic receptor. P07550. beta-arrestin recruitment to beta2AR, cell-based reporter. Potency, µM (top dose mostly 46.1 µM), for the others: top-dose activation, usual class: activators. hit rate 0.02% among 330,000. AID 492947;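 further: potency means the concentration at half of the fitted maximal effect; 0% = DMSO controls and full agonism = EC100 isoproterenol or metaproterenol; nearly all actives have a fitted effect of over 65% in size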
# Target sequence (P07550 whole entry, looked up): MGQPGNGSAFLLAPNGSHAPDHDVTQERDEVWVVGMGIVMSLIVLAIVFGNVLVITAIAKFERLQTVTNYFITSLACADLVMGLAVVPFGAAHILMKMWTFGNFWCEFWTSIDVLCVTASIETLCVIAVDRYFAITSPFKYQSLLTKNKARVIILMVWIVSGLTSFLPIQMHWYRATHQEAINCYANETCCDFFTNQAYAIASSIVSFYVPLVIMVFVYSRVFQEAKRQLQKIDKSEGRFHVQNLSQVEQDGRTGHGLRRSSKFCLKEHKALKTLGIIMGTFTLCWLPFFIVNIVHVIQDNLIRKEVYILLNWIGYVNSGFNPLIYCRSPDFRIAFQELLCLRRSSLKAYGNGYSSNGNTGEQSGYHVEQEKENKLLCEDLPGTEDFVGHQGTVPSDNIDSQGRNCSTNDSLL
# TRPV1 ag – human TRPV1 agonism; TRPV1-expressing cells, Fluo-8 calcium influx, agonist mode; activation, % at 8.33 µM; hit rate 0.19% among 320,000; in the data active means activation above about 80%; inconclusive means between about 30% and that limit; further: 0% is about no effect
#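 Fluo-8 calcium influx in TRPV1-expressing cells, kinetic read (ex 480/em 520 nm). Compound added and read 3 min for agonist activity, followed by capsaicin at EC20 final and 2 min further read for enhancement.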
# Eya2 inh – blocks the phosphatase activity of human Eya2. Potency, µM (top dose mostly 76.9 µM), for inactives: top-dose activity, negative = inhibition, actives largely listed as inhibitors. O00167. hit rate 0.006% among 330,000. AID 488837. recombinant Eya2, OMFP fluorescence dephosphorylation (OMFP is methylfluorescein phosphate); further: potency means the concentration at half of the fitted maximal effect; on the % scale 0 is the no-effect control and ±100 the full control effect
#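 Eya2 protein (added as 0.2 uM solution) was preincubated with compound for 10 min at ambient temperature in 50 mM HEPES pH 7.5, 50 mM NaCl, 5 uM MgCl2, 0.05% BSA, 1 mM DTT. OMFP (added at 50 uM) then reacted 10 min; fluorescence read at 485/525 nm.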
# a7 integrin act – integrin-mediated muscular dystrophy alleviation activation. hit rate 0.064% among 350,000. Potency, µM (top dose mostly 38.3 µM), inactives show top-dose activation, most hits filed as activators. alpha7betagal myoblasts, beta-gal FDG fluorescence, 48 h;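 further: potency means the concentration at half of the fitted maximal effect; 100% = response of the positive control SU9516; nearly all actives have a fitted effect of over 60% in size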
#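 alpha7betagal+/- myoblasts (passage 13, 250/well) treated 48 h at 37C with compounds at 1:260 dilution of DMSO stock. Lysed, then beta-galactosidase activity read as FDG fluorescence (ex 480/em 540) after 30 min, with pre-read for autofluorescence.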
# ELG1 genotox – induces genotoxicity in HEK293T cells with luciferase-tagged ELG1; HEK293T ELG1-luciferase reporter, luminescence, 16 h; Potency, µM (doses to about 46 µM), inactives show top-dose activity change, positive = activation, usual class: activators; hit rate 1.3% among 330,000; AID 504466; further: potency means the concentration at half of the fitted maximal effect; % of control where 0% means no effect; nearly all actives have a fitted effect of over 60% in size
#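 DMSO vehicle served as control against compound-treated ELG1-luciferase HEK293T cells; exposure lasted 16 hr at 37 °C and 5% CO2, followed by ONE-Glo luminescence detection after 30 min.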
# ASM inhibitor – human S-ASM enzyme inhibition. P17405. placental ASM, HMU-PC fluorogenic substrate, 60 min. Potency, µM (top dose mostly 57.5 µM), for inactives: at the highest dose activity change, negative = inhibition, usual class: inhibitors. hit rate 0.006% among 340,000; further: potency means the concentration at half of the fitted maximal effect
# Target sequence (P17405 47-631 limits assumed): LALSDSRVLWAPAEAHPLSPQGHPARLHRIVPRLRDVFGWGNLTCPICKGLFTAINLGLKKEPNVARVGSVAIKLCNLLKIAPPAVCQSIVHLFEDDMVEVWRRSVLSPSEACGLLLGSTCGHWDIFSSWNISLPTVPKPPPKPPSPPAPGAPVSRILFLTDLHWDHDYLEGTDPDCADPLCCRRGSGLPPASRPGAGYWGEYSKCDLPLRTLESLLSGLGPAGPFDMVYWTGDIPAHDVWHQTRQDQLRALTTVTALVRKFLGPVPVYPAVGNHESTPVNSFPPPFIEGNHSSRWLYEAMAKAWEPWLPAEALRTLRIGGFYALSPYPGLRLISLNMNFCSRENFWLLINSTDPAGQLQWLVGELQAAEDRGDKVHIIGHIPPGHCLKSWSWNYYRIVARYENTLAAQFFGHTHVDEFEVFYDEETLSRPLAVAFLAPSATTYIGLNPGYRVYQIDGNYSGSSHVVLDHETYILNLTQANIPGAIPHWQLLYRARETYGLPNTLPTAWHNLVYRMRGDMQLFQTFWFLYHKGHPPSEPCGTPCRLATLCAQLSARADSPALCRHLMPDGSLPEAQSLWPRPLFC
#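 HMU-PC0 cleavage (9 uM final) by human placental ASM, 60 min at 37 °C following 10 min compound exposure at RT; stopped at pH 10, fluorescence Ex 386/Em 447 nm.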
# p53 reactivator – restores transcriptional activity of mutant p53. AID 504706. H1299 p53-A138V BP100-luciferase reporter, luminescence, 24 h. hit rate 0.063% among 320,000. Potency, µM (highest dose often 92.2 µM), inactives show at the highest dose activity change, positive = activation, hits mostly activators; further: potency means the concentration at half of the fitted maximal effect; % of control where 0% means no effect; nearly all actives have a fitted effect of over 45% in size
#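 H1299 (p53-null), stable ts p53-A138V + BP100-Luc; 1000 cells/well, Opti-MEM/10% FBS; cpd 4 pt, 1:5; 24 h, 37 deg C, 5% CO2; detection reagent 10 min RT; luminescence.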
# USP2a block – inhibitors of human ubiquitin-specific protease USP2a; O75604; USP2 core, Ub-CHOP2 coupled fluorogenic reporter, 485/531; Potency, µM (doses to about 38.3 µM), for the others: top-dose activity change, negative = inhibition, usual class: inhibitors; hit rate 0.01% among 330,000; AID 463254;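 further: potency means the concentration at half of the fitted maximal effect; plate controls were DMSO wells for no effect and full inhibition by NEM control for full effect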
#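 Cell-free coupled assay: 10nM USP2 core preincubated 30min RT with compound in Tris-HCl pH 8.0/CaCl2/CHAPS buffer, then 25nM Ub-CHOP2 and 25nM reporter substrate; fluorescence (Ex 485/Em 531) read after 60min RT, normalized to NEM inhibition, concentration-response curves fitted.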
# uPA surface inh – blocks generation of uPA at the cell surface. cell surface uPA generation assay, qHTS. Potency, µM (top dose mostly 38.3 µM), inactives show at the top dose activity change, negative = inhibition, most hits filed as inhibitors. hit rate 0.31% among 330,000. AID 540303; active means well fitted inhibition curve with a large enough effect; inconclusive means small, poorly fitted or top-dose-only effect; inactive means no such curve, though single readings can be large or run the other way; tested in mouse RAW 264.7 cells; further: potency means the concentration at half of the fitted maximal effect; on the % scale 0 is the no-effect control and ±100 the full control effect; nearly all actives have a fitted effect of over 55% in size
# The depositor's hits bear a star; ? = inconclusive; nt = not tested or not shown; [ ] = remark or other dose. Unless noted, the call rests on the fitted dose curve; in most records, active means well fitted curve in the direction sought with a large enough effect; inconclusive means small, poorly fitted or top-dose-only effect, or another doubt; inactive means no such curve, though single readings can be large; an effect the other way counts as inactive or inconclusive. Outcome played no part in choosing rows; 2.6% or so of the library scored in one or more.
SMILES,PTAP TSG101 blk,BRCA1 expr act,B2AR arrestin,TRPV1 ag,Eya2 inh,a7 integrin act,ELG1 genotox,ASM inhibitor,p53 reactivator,USP2a block,uPA surface inh
CC(Nc1cc(=O)n(C)c(=O)n1C)c1ccccc1 (centres undefined),2%,-8%,0.3%,-2,-7%,0%,0%,5%,3%,-1%,0%
COc1ccc(CCNC(=O)C/C(C)=N/NC(=O)c2ccc([N+](=O)[O-])cc2Cl)cc1OC,0%,0%,0.0%,1,0%,43%,2%,3%,6%,2%,-3%
COc1ccc(-n2nc3c(N)n[nH]c3cc2=O)cc1,-3%,3%,0.5%,3,-2%,12%,-2%,1%,1%,2%,3%
CCOC(=O)c1c(C)n(C)c2cc(-c3ccc(F)cc3)c(O)cc12,-4%,-37%,0.0%,-2,2%,26%,-4%,-1%,-3%,-4%,4%
NC(=O)c1ccc(NC(=O)COC(=O)C2CC3C=CC2C3)cc1 (centres undefined),-3%,-8%,0.0%,nt,-29%,-18%,7%,2%,5%,0%,-3%
CCCc1cc(=O)[nH]c(SCC(=O)N2N=C(c3ccc(Cl)cc3)CC2c2ccco2)n1 (centres undefined),-5%,-33%,-0.3%,-15,-9%,-4%,0%,-18%,-10%,4%,6%
Cn1nc(CC(=O)Nc2ccc3c(c2)OCCO3)c2ccccc2c1=O,-1%,-50%,0.4%,4,4%,-40%,?,0%,-19%,3%,-11%
Cc1ccc(-c2cc(C(=O)Nc3cc(C(=O)O)ccc3C)c3ccccc3n2)cc1,-13%,68%,0.5%,0,-23%,31%,3%,2%,6%,0%,-11%
Nc1ccccc1-c1n[nH]c(=S)s1,-1%,22%,-1.0%,3,15%,-22%,9%,195%[activator],7%,1%,-4%
N=C1CCCN1CC(=O)c1cccs1,-1%,0%,0.2%,-1,6%,2%,1%,3%,-1%,1%,-3%
CNc1snc(C)c1C(=O)OC(C)C(=O)NCc1ccccc1 (centres undefined),-6%,10%,0.9%,?,-6%,3%,1%,4%,2%,0%,2%
CCOC(=O)c1cc(-c2csc(-c3ccc(C(C)(C)C)cc3)n2)on1,-3%,-36%,-0.9%,nt,-8%,-12%,14%,-2%,-4%,-1%,-5%
CS(=O)(=O)N(CC(=O)N1CCC(C(N)=O)CC1)c1ccc(Cl)c(C(F)(F)F)c1,-2%,11%,-0.2%,2,0%,8%[7.66 µM],0%,-3%,-2%,3%,nt
CC(C)=CCc1cc([C@@H]2COc3c(ccc4c3C=CC(C)(C)O4)C2)c(O)cc1O,-6%,-84%,nt,nt,nt,15%,nt,-9%,nt,nt,17%
CCc1cc(SC#N)ccc1N,-2%,-20%,0.2%,1,?,nt,-4%,3%,0%,6%,-14%

# Among those listed so far, 6 have a carbonyl joined to an NH by a bond outside any ring.
SMILES,PTAP TSG101 blk,BRCA1 expr act,B2AR arrestin,TRPV1 ag,Eya2 inh,a7 integrin act,ELG1 genotox,ASM inhibitor,p53 reactivator,USP2a block,uPA surface inh
COc1ccc(CCNC(=O)C/C(C)=N/NC(=O)c2ccc([N+](=O)[O-])cc2Cl)cc1OC,0%,0%,0.0%,1,0%,43%,2%,3%,6%,2%,-3%
NC(=O)c1ccc(NC(=O)COC(=O)C2CC3C=CC2C3)cc1 (centres undefined),-3%,-8%,0.0%,nt,-29%,-18%,7%,2%,5%,0%,-3%
Cn1nc(CC(=O)Nc2ccc3c(c2)OCCO3)c2ccccc2c1=O,-1%,-50%,0.4%,4,4%,-40%,?,0%,-19%,3%,-11%
Cc1ccc(-c2cc(C(=O)Nc3cc(C(=O)O)ccc3C)c3ccccc3n2)cc1,-13%,68%,0.5%,0,-23%,31%,3%,2%,6%,0%,-11%
CNc1snc(C)c1C(=O)OC(C)C(=O)NCc1ccccc1 (centres undefined),-6%,10%,0.9%,?,-6%,3%,1%,4%,2%,0%,2%
CS(=O)(=O)N(CC(=O)N1CCC(C(N)=O)CC1)c1ccc(Cl)c(C(F)(F)F)c1,-2%,11%,-0.2%,2,0%,8%[7.66 µM],0%,-3%,-2%,3%,nt

# (listing goes on)
SMILES,PTAP TSG101 blk,BRCA1 expr act,B2AR arrestin,TRPV1 ag,Eya2 inh,a7 integrin act,ELG1 genotox,ASM inhibitor,p53 reactivator,USP2a block,uPA surface inh
CC(C)NC(=S)NN=C1CCCCCCCCCCC1,0%,-25%,3.4%,14,3%,3.2µM*,-7%,-3%,13%,1%,3%
CCOC(=O)/C=C1\SCC(=O)N1CC(=O)N1CCOCC1,-3%,3%,0.1%,1,12%,?,0%,0%,-2%,4%,6%
NNC(=O)Cc1csc(-c2ccccc2)n1,1%,-15%,-0.2%,0,-10%,-1%,3%,5%,-1%,0%,7%
Cc1cc(/C=N/NC(=O)c2c(Br)cnn2C)c(C)n1-c1cccc(Br)c1,-3%,-14%,-0.1%,0,-17%,39%,-7%,-5%,3%,0%,-2%
CCN(CC)C(=O)c1oc2ccc(S(=O)(=O)N3CCCCCC3)cc2c1C,-15%,-61%,0.0%,6,-7%,0%,-7%,-1%,4%,1%,?
COC(=O)c1cc(CSc2nc3ccccc3c(=O)n2C)oc1C,-2%,-46%,-0.5%,9,-3%,-38%,-40%[inhibitor],-8%,-1%,2%,-10%
O=C(CSc1nnc(-c2ccccc2)c2ccccc12)NCCN1C(=O)CSC1=O,-14%,-21%,0.4%,-1,13%,-2%,-1%,-6%,18%,3%,-15%
CCCc1cc(-c2n[nH]c(C(=O)OCC)c2-c2cscn2)c(O)cc1O,-2%,-50%,-0.4%,1,3%,-30%,-8%,0%,-14%,1%,nt
COc1cccc(OCCOc2cccc(/C=N/n3cnnc3)c2)c1,-2%,?,-0.2%,2,-25%,-3%,0%,-6%,?,-1%,nt
C/C(=N\NS(=O)(=O)c1cccc([N+](=O)[O-])c1)c1cc2ccccc2o1,1%,2%,0.2%,-4,6%,9%,1%,-9%,-1%,-1%,3%
CCn1nc(CC(=O)Nc2nnc(CC(=O)N3CCCCC3)s2)c2ccccc2c1=O,-3%,0%,-0.7%,14,11%,-18%,-8%,2%,-3%,2%,-1%
O=Cc1ccc(OCC(=O)NCC2CCCO2)cc1 (centres undefined),-8%,-8%,0.0%,-1,1%,-37%,2%,-1%,3%,2%,-1%
COc1ccccc1N1CCN(C(=O)c2cc3n(n2)C(C(F)(F)F)CC(c2ccco2)N3)CC1 (centres undefined),-2%,-33%,0.1%,12,-18%,0%,-5%,2%,-25%,-1%,-6%
O=C(Cc1ccc(Cl)cc1)NNC(=O)C1CC=CCC1C(=O)O (centres undefined),nt,nt,-0.9%,-2,-3%,nt,-2%,nt,0%,-2%,nt
COc1cc(C[C@H](C)[C@H](C)Cc2ccc3c(c2)OCO3)ccc1O,-1%,-20%,-1.5%,-2,-1%,-19%,1%,-10%,2%,2%,-10%
O=C(Nc1cc(S(=O)(=O)N2CCOCC2)ccc1Cl)c1ccncc1,-1%,-2%,0.3%,nt,5%,-31%,1%,0%,-3%,0%,6%
COC(=O)\C(C(C)=O)=C(/C=C/C=C/C=C/N(C)C)N(C)C,?,1%,-0.5%,-2,-3%,-16%,1%,3%,13%,4%,0%
COc1cccc(OC)c1Nc1nc(C)nc2c1nnn2Cc1ccccc1Cl,-3%,-10%,-0.9%,2,4%,10%,5%,6%,-2%,2%,4%
O=C(O)CC1SC(=O)N(CC(=O)c2ccccc2)C1=O (centres undefined),-1%,1%,0.5%,-5,14%,-6%,1%,5%,-1%,0%,2%
CCOC(=O)c1c(-c2ccc(C)o2)csc1N,-3%,-11%,2.7%,2,1%[15.4 µM],-5%,6%,2%,15%,-5%,2%
CCNC(=O)C(CCSC)NS(=O)(=O)c1ccc(C)cc1 (centres undefined),-3%,-13%,-0.9%,-1,1%,6%,4%,1%,-3%,3%,-10%
CCc1cc2cc3c(cc2nc1SCC(=O)Nc1c[nH]c(=O)[nH]c1=O)OCO3,-4%,-24%,-1.0%,-2,0%,-10%,15%,-1%,-1%,3%,-1%
CCCCCC(=O)Nc1nc2ccccc2[nH]1,2%,?,0.3%,3,-12%,7%,?,1%,?,3%,nt
O=c1oc2ccccc2n1Cc1cccc(F)c1,-2%,-17%,-0.2%,?,0%,-14%,4%,1%,0%,-1%,-19%
Cc1cc(NS(=O)(=O)c2ccc(C(C)C)cc2)no1,-3%,21%,-0.5%,-1,9%,17%,5%,3%,nt,0%,-2%
